IDH1 R132H inh: qHTS for Inhibitors of mutant isocitrate dehydrogenase 1 (IDH1): qHTS; Potency, µM (doses to about 76.6 µM), without a hit: at the top dose activity change, negative = inhibition, actives largely listed as inhibitors; actives 0.093% (n = 390,000); AID 602179, 2012; IDH1-R132H enzyme, NADPH consumption, diaphorase/resazurin fluorescence; also: potency is read from the fitted curve at half-maximal effect; % is scaled to controls: 0 for no effect and ±100 for the full control effect; nearly all actives have a fitted effect of over 65% in size
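IDH1-R132H (0.5 ug/mL dispensed) in pH 7.5 Tris buffer was preincubated 30 min with compound, then given a substrate mix of 0.016 mM NADPH and 2 mM alpha-KG for 80 min at room temperature; remaining NADPH was read by diaphorase/resazurin fluorescence.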
TRHR enhancer: qHTS for Small Molecule Agonists and Allosteric Enhancers of Human TRH Receptor: Primary Screen for Enhancers; enhancement, % at 2 µM; TRHR cells, fluo-8 calcium fluorescence, EC20 TRH enhancement; actives 0.66% (n = 360,000); Thyrotropin-releasing hormone receptor (Homo sapiens), P34981; in the data active = enhancement above about 30%; also: 0% is about no effect
Target sequence (P34981 whole entry, looked up): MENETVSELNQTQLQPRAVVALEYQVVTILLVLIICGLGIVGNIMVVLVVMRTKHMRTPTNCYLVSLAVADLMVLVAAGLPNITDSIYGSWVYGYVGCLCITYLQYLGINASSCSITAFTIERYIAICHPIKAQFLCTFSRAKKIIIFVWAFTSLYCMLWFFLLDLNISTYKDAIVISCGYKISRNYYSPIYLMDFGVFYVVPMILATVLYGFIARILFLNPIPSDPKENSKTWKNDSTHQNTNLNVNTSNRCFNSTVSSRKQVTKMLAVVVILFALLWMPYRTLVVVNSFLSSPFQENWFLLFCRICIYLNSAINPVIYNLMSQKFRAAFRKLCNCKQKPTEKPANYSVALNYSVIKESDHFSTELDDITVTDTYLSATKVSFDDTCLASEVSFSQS
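TRHR-expressing cells loaded with fluo-8 calcium dye were read kinetically (ex 480/em 530) during compound addition, then stimulated with an EC20 of TRH (10 nM final). Enhancement of the Gq-mediated intracellular calcium response was scored.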
USP1-UAF1 inh: Inhibitors of USP1/UAF1: Primary Screen. actives 0.23% (n = 390,000). Ubiquitin carboxyl-terminal hydrolase 1 (Homo sapiens), O94782. recombinant USP1/UAF1, Ub-Rhodamine cleavage fluorescence. AID 743255, 2014. Potency, µM (top dose mostly 57.1 µM), inactives show at the highest dose activity change, negative = inhibition, actives largely listed as inhibitors; also: potency is read from the fitted curve at half-maximal effect; % is scaled to controls: 0 for no effect and ±100 for the full control effect; nearly all actives have a fitted effect of over 60% in size; inactives centre near -12
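In this screen, compounds sit with the deubiquitinase complex (1nM) for 15 min at room temperature before Ub-Rho is added at 150nM final. Fluorescence rise is then followed for 6 reads every 60 seconds.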
D2 agonist: HTS Assay for Allosteric Agonists of the Human D2 Dopamine Receptor: Primary Screen for Agonists; HEK293 T-REx D2 cells, calcium flux agonist mode; activation, % at 2 µM; actives 0.53% (n = 340,000);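 active = activation over 3 SD above normal in the single-dose calcium agonist read, cut at about 30% in these data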; also: 0% is about no effect
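Agonism scored from kinetic calcium signal (1 read/sec, 180 s) following compound pin transfer, after a 10 s baseline. Cells: HEK293 Trex line expressing inducible D2 receptor coupled to calcium, dye-loaded after overnight culture at 30 C.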
TrxR1 substrate: qHTS Assay for Substrates of Mammalian Selenoprotein Thioredoxin Reductase 1 (TrxR1): qHTS; Thioredoxin reductase 1, cytoplasmic (Rattus norvegicus), O89049; purified TrxR1 substrate turnover, NADPH consumption readout; Potency, µM (top dose mostly 114 µM), inactives show at the top dose activity change, negative = substrate turnover; actives 0.01% (n = 390,000); also: potency is read from the fitted curve at half-maximal effect; % is scaled to controls: 0 for no effect and ±100 for the full control effect; nearly all actives have a fitted effect of over 50% in size
Target sequence (O89049 whole entry, looked up): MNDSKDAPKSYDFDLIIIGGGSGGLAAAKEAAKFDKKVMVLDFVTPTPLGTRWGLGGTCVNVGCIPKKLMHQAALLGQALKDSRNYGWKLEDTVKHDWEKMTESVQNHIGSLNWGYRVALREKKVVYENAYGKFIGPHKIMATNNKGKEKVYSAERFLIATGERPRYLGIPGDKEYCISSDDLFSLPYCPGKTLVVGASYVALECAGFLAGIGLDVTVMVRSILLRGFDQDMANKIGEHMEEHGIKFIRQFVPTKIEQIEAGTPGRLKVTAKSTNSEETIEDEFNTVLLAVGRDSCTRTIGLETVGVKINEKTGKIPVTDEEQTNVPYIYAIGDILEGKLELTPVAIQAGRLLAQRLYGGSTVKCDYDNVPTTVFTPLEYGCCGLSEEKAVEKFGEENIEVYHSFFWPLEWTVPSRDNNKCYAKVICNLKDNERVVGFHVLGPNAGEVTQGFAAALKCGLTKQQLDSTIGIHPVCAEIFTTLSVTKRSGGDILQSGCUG
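Rat TrxR1, dispensed at 90 nM, was prereduced with 400 uM NADPH (final) for 5 min at ~22 deg C, then incubated with compound 15 min before 400 uM selenite. A first-read NADPH fluorescence drop versus no-compound background flagged substrates.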
rTrxR1 inhibitor: qHTS Assay for Inhibitors of Mammalian Selenoprotein Thioredoxin Reductase 1 (TrxR1): qHTS; actives 1% (n = 390,000); AID 588453, 2011; recombinant rTrxR1, NADPH fluorescence consumption, selenite substrate; Potency, µM (doses to about 114 µM), for inactives: at the highest dose activity change, negative = inhibition, most hits filed as inhibitors; also: potency is read from the fitted curve at half-maximal effect; % is scaled to controls: 0 for no effect and ±100 for the full control effect; nearly all actives have a fitted effect of over 65% in size
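Rat TrxR1 (90 nM in the dispensed reagent) was pre-reduced with 400 uM NADPH for 5 min at room temperature, then incubated with compound for 15 min. After 400 uM selenite was added, NADPH fluorescence (Ex 340/Em 450 nm) was followed for 8 min.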
D2 antagonist: HTS Assay for Allosteric Antagonists of the Human D2 Dopamine Receptor: Primary Screen for Antagonists | actives 2% (n = 340,000) | HEK293 TREx D2 cells, calcium flux, dopamine EC80 | D(2) dopamine receptor (Homo sapiens), P14416 | inhibition, % at 10 µM; in the data active = inhibition above about 30%; also: 0% is about no effect
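Calcium mobilization kinetics were recorded at 1 s intervals in tetracycline-induced HEK293 T-REx D2 cells, first for 180 s after compound addition and then 180 s after EC80 dopamine.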
Pin1 inhibitor: qHTS Assay to Find Inhibitors of Pin1 | Pin1 FP peptide displacement, HiFluor488, 10 min | AID 504891, 2011 | actives 0.009% (n = 390,000) | Potency, µM (titrated, usually from 115 µM), for inactives: top-dose activity, negative = inhibition, actives largely listed as inhibitors; active = well fitted inhibition curve with a large enough effect in the polarisation, with a control signal flat, not every such curve was filed as active; inconclusive = small, poorly fitted or top-dose-only effect, or effect the other way, or a change in a side signal; inactive = no such curve, though single readings can be large or run the other way; the % refers to the polarisation; also: potency is read from the fitted curve at half-maximal effect; % is scaled to controls: 0 for no effect and ±100 for the full control effect
Target sequence (Q13526 whole entry, looked up): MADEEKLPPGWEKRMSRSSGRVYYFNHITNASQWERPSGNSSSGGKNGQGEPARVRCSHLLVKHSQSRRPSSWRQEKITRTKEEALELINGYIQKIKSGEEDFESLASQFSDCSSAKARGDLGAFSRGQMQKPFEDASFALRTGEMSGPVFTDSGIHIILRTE
TRHR agonist: qHTS for Small Molecule Agonists and Allosteric Enhancers of Human TRH Receptor: Primary Screen for Agonists; TRHR cells, calcium flux fluo-8, FDSS agonist mode; activation, % at 2 µM; actives 0.18% (n = 360,000); AID 493084, 2011; in the data active = activation above about 30%; also: 0% is about no effect
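In this calcium-flux screen, cells bearing human TRHR are dye-loaded with fluo-8, baselined for 10 cycles, then exposed to library compounds; positive kinetic calcium responses during the agonist phase mark hits, with TRH as control.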
* marks the source's active call; other numbers are inactive results; ? = inconclusive; · = no result given; [ ] = dose if it differs, or a comment. Unless noted, calls follow the shape of the dose curve; as a rule, active = well fitted inhibition curve with a large enough effect; inconclusive = small, poorly fitted or top-dose-only effect; inactive = no such curve, though single readings can be large or run the other way.

SMILES	IDH1 R132H inh	TRHR enhancer	USP1-UAF1 inh	D2 agonist	TrxR1 substrate	rTrxR1 inhibitor	D2 antagonist	Pin1 inhibitor	TRHR agonist
CCN(CC)c1cc(C)c2cc(NC(=O)c3ccccc3Cl)ccc2n1	-5%	-1	-16%	0.1	-8%	3%	·	1%	-0.1
CCN(CC)P(=O)(Nc1ccccc1Br)c1ccc(N(C)C)cc1NC(=O)c1ccco1 (stereo not given)	8%	1	-20%	-1.5	3%	29%	-4	-7%	-1.5
CCCOc1ccc(C(=O)NC(C)C(=O)O)cc1 (stereo not given)	1%	6	5%	0.3	4%	18%	-4	1%	-0.4
COc1ccc(OC)c(NC(=O)C2CCCN(S(=O)(=O)c3ccc4[nH]c(=O)ccc4c3)C2)c1 (stereo not given)	-3%	4	-20%	-0.9	-1%	10%	·	10%	-0.2
COc1cc2c(cc1OC)C(c1ccc(Cl)cc1)N(c1ccc(C)c(F)c1)C(=O)C2 (stereo not given)	-26%	10	-12%	·	-1%	20%	·	17%	0.9
CCc1cc(=O)oc2cc(C)cc(OC(C)C(=O)NCCCN3CCOCC3)c12 (stereo not given)	10%	21	-3%	·	81%[activator]	-13%	·	7%	0.3
Cc1ccc(NC(CC(=O)c2ccccc2)c2ccc(F)cc2)cc1 (stereo not given)	10%	-3	-16%	0.8	-12%	-10%	-3	3%	0.9
CCOC(=O)N1CCN(c2c(NCCCN3CCCC(C)C3)c(=O)c2=O)CC1 (stereo not given)	-4%	0	-9%	-0.5	0%	12%	-11	8%	0.0
CCOc1ccc(NC2CCCCC2NS(=O)(=O)c2ccccc2)cc1 (stereo not given)	5%	0	-22%	-0.9	-3%	6%	-14	-1%	-0.6
COc1ccccc1CNC(=O)NCc1noc2ccc(C)cc12	14%	-3	-20%	-0.5	7%	15%	·	3%	-0.1
N#CC(C#N)=C1C=C2C=C(N3CCOCC3)CCC2CC1 (stereo not given)	3%	-20	4µM*	132*	-2%[57.1 µM]	-13%[57.1 µM]	65*	?	231*
Cc1cccc(NC(=O)c2oc3ccccc3c2NC(=O)Cc2coc3c(C)c(C)ccc23)c1	0%	-3	-1%	·	21%	29%	·	1%	0.2
O=C(CSc1nc2cc(Cl)ccc2s1)N1CCCc2ccccc21	7%	11	?	0.2	8%	8%	5	29%	1.0
CC(C)Oc1ccc(CN=C(N)N=C(N)N)cc1Cl	8%	11	0%	-0.5	4%[57.1 µM]	3%[57.1 µM]	3	37%[activator]	-0.2
O=C(Nc1ccccc1N1CCOCC1)c1cccnc1	-3%	-3	-17%	3.8	2%	11%	5	-1%	-0.1
COC(=O)Cc1c(C)nc2nc(NCc3ccc(Br)cc3)[nH]n2c1=O	24%	-11	7%	-0.1	0%	14%	·	-3%	-0.3
Cc1cc(NC(=O)C(C)C)n(-c2nc3ccccc3s2)n1	1%	7	5%	0.7	-1%[57.1 µM]	2%[57.1 µM]	14	4%	-0.1
Cc1noc(C)c1S(=O)(=O)Nc1ccc(C(=O)N2CCN(c3ccc(F)cc3)CC2)cc1	9%	1	-11%	-0.5	1%	11%	1	2%	-0.1
O=C(Cc1ccccc1)Nc1ccnn1C1CCN(Cc2nccs2)CC1	5%	1	-22%	1.1	4%	-2%	2	-3%	0.3
O=C(COc1ccc(-c2ccccc2)cc1)NNC(=O)Nc1ccc(F)cc1F	2%	4	-18%	0.9	-7%	-4%	-12	-5%	0.7
COc1ccc(C(=O)COC(=O)CN2C(=O)NC3(CC(C)CC(C)(C)C3)C2=O)c(OC)c1 (stereo not given)	2%	-2	-4%	-0.5	-1%	-1%	3	10%	-0.6
O=CNc1ccc(OC(=O)c2cncc(Br)c2)cc1	6%	-4	3%	-0.3	1%	11%	2	-12%	0.0
CCOc1ccc(Nc2cc(C)nc3nc(Cc4ccc(Cl)cc4)nn23)cc1	0%	10	-29%	0.3	4%	21%	·	35%[activator]	-0.8
Cc1nc2ccccc2c(=O)n1/N=C/c1ccc(O)cc1	4%	6	-5%	-0.3	-2%	-11%	22	13%	0.5
COc1cccc(NC(=O)c2c(C)nn(-c3cccc(C)c3)c2-n2cccc2)c1	2%	-4	-9%	-1.5	3%[57.1 µM]	16%[57.1 µM]	·	-2%	1.0
O=C1C2C3C=CC(C3)C2C(=O)N1c1ccc(-c2nc3ccccc3o2)cc1 (stereo not given)	-2%	3	-9%	-0.2	8%[57.1 µM]	8%[57.1 µM]	-8	4%	0.6
Cc1c(N/C=C/C(=O)c2cccs2)c(=O)n(-c2ccccc2)n1C	0%	-4	-5%	-0.1	-4%	?	-4	5%	0.0
CS(=O)(=O)N1CCCC(C(=O)Nc2ccc(F)c(F)c2)C1 (stereo not given)	6%	-6	-15%	-1.0	7%	36%	-23	6%	-0.3
O=S(=O)(Nc1ccon1)c1ccc(F)c(F)c1	1%	-5	-21%	-0.2	3%	8%	4	-4%	-0.2
O=C(NC1CC2CCCC(C1)N2C(=O)NCc1ccccc1)C1CC1 (stereo not given)	-6%	-3	-18%	0.2	13%[57.1 µM]	21%[57.1 µM]	7	-1%	0.4
CCOC(=O)CSc1nc2c(c(=O)n(Cc3ccccc3Cl)c(=O)n2C)n1C	-1%	-8	-8%	-1.4	0%	16%	-4	-1%	-2.1
Cc1ccccc1-c1nnc(NC(=O)c2ccc(N3C(=O)CCC3=O)cc2)s1	1%	21	-12%	1.1	2%[57.1 µM]	-2%[57.1 µM]	2	0%	0.2
Cc1ccc(C(=O)Nc2cc(Cl)ccc2-n2cncn2)o1	-8%	36*	-20%	-0.1	6%	-9%	17	?	0.2
O=C(Nc1cccc(Cl)c1)C1CCCN(S(=O)(=O)c2cnc[nH]2)C1 (stereo not given)	10%	-2	?	0.5	-5%	-3%	-3	1%	0.3
Cc1ccccc1-c1nsc(SCC(=O)c2ccc(Cl)cc2)n1	1%	-2	-26%	0.6	4%	0%	10	68%[activator]	0.8
COc1ccc(-c2noc(CNC(=O)c3ccccc3Br)n2)cc1	5%	5	-10%	·	3%	19%	·	25%	0.6

Among those listed so far, 2 have two or more sulfur atoms.
SMILES	IDH1 R132H inh	TRHR enhancer	USP1-UAF1 inh	D2 agonist	TrxR1 substrate	rTrxR1 inhibitor	D2 antagonist	Pin1 inhibitor	TRHR agonist
O=C(CSc1nc2cc(Cl)ccc2s1)N1CCCc2ccccc21	7%	11	?	0.2	8%	8%	5	29%	1.0
Cc1ccccc1-c1nsc(SCC(=O)c2ccc(Cl)cc2)n1	1%	-2	-26%	0.6	4%	0%	10	68%[activator]	0.8

(cont.)
SMILES	IDH1 R132H inh	TRHR enhancer	USP1-UAF1 inh	D2 agonist	TrxR1 substrate	rTrxR1 inhibitor	D2 antagonist	Pin1 inhibitor	TRHR agonist
CNC(=O)CN(C1CCCCC1)S(=O)(=O)c1ccc(F)cc1	3%	1	-12%	0.4	11%[57.1 µM]	18%[57.1 µM]	-11	-4%	0.1
O=C(NNC(=O)C1CCCN(c2ncccn2)C1)c1ccncc1 (stereo not given)	-4%	2	-19%	0.2	7%	37%[activator]	-4	-3%	0.5
COc1ccc(/C=C/C(=O)OCC(=O)NCCCc2ccccc2)cc1OC	13%	·	-8%	·	3%	-6%	·	-1%	·
COCc1[nH]nc2c1C(c1ccc(OC)cc1)C(C#N)=C(N)O2 (stereo not given)	-3%	1	-3%	1.5	-2%	-1%	8	-2%	-0.1
CCOc1ccc(OCC(=O)Nc2ccc(S(N)(=O)=O)cc2)cc1	-3%	1	2%	0.3	-1%	8%	4	8%	-0.9
Cc1cc(C)cc(NC(=O)Cn2nnc3ccccc3c2=O)c1	8%	-13	6%	5.5	-12%	-8%	-12	-6%	-1.5
COc1ccc(-c2noc(C)c2-c2ccc3ccccc3n2)c(O)c1	3%	11	?	-0.9	-10%[11.4 µM]	23%[11.4 µM]	-20	-3%	-0.6
COc1cccc(C2CC(c3cccs3)=NN2C(=O)CSC2=NCCS2)c1OC (stereo not given)	9%	-4	-11%	1.0	26%	9%	31*	19%	0.7
CCc1nc(SCc2ccccc2C#N)n[nH]1	4%	4	-10%	0.5	6%[57.1 µM]	4%[57.1 µM]	6	2%	1.2
Cc1ccc(C)c(N2CCN(C(=O)C3CCCN(Cc4nc(-c5cccc(Cl)c5)oc4C)C3)CC2)c1 (stereo not given)	0%	16	-27%	-0.4	-1%	9%	·	-3%	-0.2
CC(C)NS(=O)(=O)c1ccc(OCC(=O)NCCC2=CCCCC2)cc1	1%	-21	-11%	0.6	-1%[2.29 µM]	-29%[2.29 µM]	2	1%	-0.7

As entered above:
Pin1 inhibitor result of CNC(=O)CN(C1CCCCC1)S(=O)(=O)c1ccc(F)cc1 is entered as -4%
D2 antagonist result of COCc1[nH]nc2c1C(c1ccc(OC)cc1)C(C#N)=C(N)O2 (stereo not given) is entered as 8
IDH1 R132H inh result of CCc1nc(SCc2ccccc2C#N)n[nH]1 is entered as 4%
D2 agonist result of COc1cccc(C2CC(c3cccs3)=NN2C(=O)CSC2=NCCS2)c1OC (stereo not given) is entered as 1.0
rTrxR1 inhibitor result of O=C(NNC(=O)C1CCCN(c2ncccn2)C1)c1ccncc1 (stereo not given) is entered as 37%[activator]

Bioassay records: PubChem, National Center for Advancing Translational Sciences (NCATS)

The list is partial (hit frequency here may not be typical).
